Scp1 inh – Scp-1 phosphatase inhibitors, primary screen, biochemical, colorimetric, uHTS; inhibition, % at 20 µM; AID 493091, 2011; actives 0.88% (n = 340,000); Carboxy-terminal domain RNA polymerase II polypeptide A small phosphatase 1 (Homo …; Recombinant Scp1, phosphopeptide, malachite green phosphate absorbance;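 active = inhibition above about 50% at 20 µM, limit read from the data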;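 note: plate controls were DMSO wells with enzyme for no effect and wells lacking enzyme for full effect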
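System: SCP-1 catalytic domain; Reagent: Phospho 17-mer peptide substrate; Doses: one concentration, 20 µM, with 1.0% DMSO; Incubation: 45 min room-temperature reaction, 5 min colour, 30 min stabiliser; Signal: Phosphate-binding colour reagent, absorbance read at 630 nm.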
Neddylation inh – inhibitors of cullin neddylation, primary screen, biochemical, TR-FRET, uHTS, NAE and Ubc12 | NEDD8-conjugating enzyme Ubc12 (Homo sapiens) + NEDD8-activating enzyme E1 regulatory … | calls only at 25 µM | actives 0.58% (n = 360,000) | AID 651699, 2012; in the data active = inhibition above about 36%
NadD block – inhibitors of S. aureus NadD, primary screen, biochemical, colorimetric, uHTS | inhibition, % at 20 µM | purified NadD enzyme, colorimetric absorbance read-out | actives 0.78% (n = 360,000); in the data active = inhibition above about 26%; note: some compounds past the cut are filed as inactive
Rin1 Abl inh – inhibitors of Rin1-Abl protein binding, primary screen, biochemical, TR-FRET | AID 588664, 2011 | actives 0.4% (n = 360,000) | inhibition, % at 7.35 µM | Tyrosine-protein kinase ABL1 (Homo sapiens) + Ras and Rab interactor 1 (Homo sapiens), …; in the data active = inhibition above about 5%, passing the limit was not always enough
DNMT1 block – human DNMT1 methyltransferase inhibitors, primary screen, biochemical, molecular beacon, fluorescence, HinP1I cleavage, uHTS; DNA (cytosine-5)-methyltransferase 1 (Homo sapiens), P26358; inhibition (reported as % activation of signal), % at 10 µM; actives 0.83% (n = 360,000); AID 588458, 2011; in the data active = inhibition above about 50%
CSN inh – inhibitors of CSN-mediated cullin deneddylation, primary screen, biochemical, fluorescence polarization, uHTS. Purified CSN, SCF-Nedd8-OG deneddylation. COP9 signalosome complex subunit 5 (Homo sapiens), Q92905. inhibition, % at 12.5 µM. actives 0.38% (n = 360,000);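 active = pattern-corrected inhibition above about 35%, with an unprinted fluorescence ratio check between 0.5 and 1.5, limit read from the data, passing the limit was not always enough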;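 note: 0% = enzyme with substrate and 100% = substrate without enzyme; some results filed as inactive read as strong as hits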
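assay system = purified human Csn5 enzyme expressed in HEK293T cells | amount = 0.24 nM enzyme | buffer or medium = Tris/NaCl/DTT buffer, pH 7.5 | reagent = 10 nM SCFSkp2-Nedd8OG | compound = one concentration, 12.5 µM, 0.25% DMSO | times = 90 min reaction at room temperature | signal = FP | read-out basis = % inhibition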
Rpn11 inh – Rpn11 (PSMD14) deubiquitinase inhibitors, primary screen, biochemical, fluorescence polarization, uHTS; 26S proteasome non-ATPase regulatory subunit 14 (Homo sapiens), O00487; human 26S proteasome, Ub4-pepOG fluorescence polarization; 20S core pre-blocked with epoxomicin; calls only at 20 µM; actives 0.59% (n = 360,000); AID 588493, 2011;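 active = inhibition at 20 µM, scaled to each plate's controls, above about 33%, limit read from the data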
Target sequence (O00487 whole entry, looked up): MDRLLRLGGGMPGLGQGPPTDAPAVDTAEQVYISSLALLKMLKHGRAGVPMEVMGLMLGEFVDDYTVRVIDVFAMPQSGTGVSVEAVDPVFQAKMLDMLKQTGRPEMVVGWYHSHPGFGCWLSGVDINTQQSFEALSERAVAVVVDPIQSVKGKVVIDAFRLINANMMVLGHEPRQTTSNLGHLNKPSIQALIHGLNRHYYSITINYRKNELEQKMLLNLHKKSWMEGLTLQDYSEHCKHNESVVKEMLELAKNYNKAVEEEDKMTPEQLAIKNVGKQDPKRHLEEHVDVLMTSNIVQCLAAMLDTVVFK
LMPTP inh – LMPTP phosphatase inhibitors, primary screen, biochemical, fluorescence intensity, uHTS; Low molecular weight phosphotyrosine protein phosphatase (Homo sapiens), P24666; recombinant LMPTP-A, OMFP fluorogenic substrate; inhibition, % at 20 µM; actives 0.22% (n = 360,000);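 active = compounds that cut the enzyme signal by at least half of the control window in the single-dose screen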;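 note: plate controls were DMSO wells with enzyme plus substrate for no effect and substrate without enzyme for full effect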
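Material: LMPTP-A; amount: 0.625 nM enzyme; doses: single 20 µM dose; times: reaction 50 min, room temperature, dark; technique: fluorescence intensity of OMFP turnover product; benchmarks: no-enzyme and uninhibited controls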
SUMO1 PPI mod – modulators of SUMO1 protein-protein interactions, primary screen, biochemical, uHTS. Small ubiquitin-related modifier 1 (Homo sapiens), P63165. SUMO1 binding to a labelled peptide, TR-FRET, 1 h. inhibition, % at 20 µM. actives 0.33% (n = 360,000). AID 602429, 2012; in the data active = inhibition above about 37%
Target sequence (P63165 whole entry, looked up): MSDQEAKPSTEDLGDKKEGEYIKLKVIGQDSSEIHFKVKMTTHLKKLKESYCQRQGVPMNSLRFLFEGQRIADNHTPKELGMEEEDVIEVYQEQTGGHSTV
STEP block – STEP phosphatase inhibitors, primary screen, biochemical, fluorescence intensity, uHTS; recombinant STEP, OMFP fluorogenic substrate; AID 588621, 2011; inhibition, % at 20 µM; actives 0.25% (n = 360,000); Tyrosine-protein phosphatase non-receptor type 5 (Homo sapiens), P54829;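 active = inhibition at 20 µM, scaled per plate between control wells, above about 37%, limit read from the data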;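 note: 0% = DMSO with enzyme and substrate and 100% = substrate only without enzyme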
Target sequence (P54829 whole entry, looked up): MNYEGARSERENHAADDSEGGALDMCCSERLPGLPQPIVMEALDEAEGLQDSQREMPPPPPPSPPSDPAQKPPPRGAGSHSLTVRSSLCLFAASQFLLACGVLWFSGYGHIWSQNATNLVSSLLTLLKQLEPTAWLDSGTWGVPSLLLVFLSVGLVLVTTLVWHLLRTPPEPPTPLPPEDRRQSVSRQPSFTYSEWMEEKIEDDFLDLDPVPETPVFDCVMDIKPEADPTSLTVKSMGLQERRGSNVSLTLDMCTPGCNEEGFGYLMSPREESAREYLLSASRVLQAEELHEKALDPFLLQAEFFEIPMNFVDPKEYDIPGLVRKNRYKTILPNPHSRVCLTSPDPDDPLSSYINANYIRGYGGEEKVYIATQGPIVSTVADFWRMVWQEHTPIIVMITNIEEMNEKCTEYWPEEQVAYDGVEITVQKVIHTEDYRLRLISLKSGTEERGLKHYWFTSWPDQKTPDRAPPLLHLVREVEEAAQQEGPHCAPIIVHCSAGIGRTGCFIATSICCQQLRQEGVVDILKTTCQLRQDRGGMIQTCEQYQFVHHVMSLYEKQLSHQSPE
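System: STEP phosphatase, cell-free reaction; Buffer or medium: Bis-Tris pH 6.0 buffer with DTT, detergent; Incubation: 20 min at room temperature, dark; Measured by: fluorescence, 480/540 nm.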
An asterisk follows results filed as active; i = inactive; . = not tested or not shown. This is a random part of the collection. Share with any hit: about 3.8%.

1) O=C(Cc1ccccc1)NNC(=O)C1CCN(c2ncccn2)CC1
2) CN(C)c1ccc(NC(=O)CSc2nnc(-c3cccs3)n2Cc2ccco2)cc1
3) O=C(CSc1ncnc2c1nnn2Cc1ccccc1F)NCC1CCCO1 (stereo not given)
4) CCCNS(=O)(=O)c1cc2c(cc1Br)CCN2C(=O)CC
5) Cc1cccc(N(C)S(=O)(=O)c2ccc3c(c2)NC(=O)CC(=O)N3)c1
6) COc1ccc2nc(C)cc(Nc3cccc(C(=O)O)c3)c2c1
7) COC(=O)N/N=C/c1cc(C)n(-c2cccc3ccccc23)c1C
8) COc1cccc(CNc2ccc(N3CCCCC3)cc2)c1OC

assay / entry,1,2,3,4,5,6,7,8
Scp1 inh,-1,-1,-5,-4,-6,-4,-11,-5
Neddylation inh,i,i,i,i,i,i,i,i
NadD block,2,1,-1,-2,2,2,2,-6
Rin1 Abl inh,0,-1,-4,0,2,2,-1,1
DNMT1 block,2,-9,-1,10,0,6,-14,-12
CSN inh,-1,1,2,2,-2,-1,12,-7
Rpn11 inh,i,i,i,i,i,i,i,i
LMPTP inh,-0.4,0.5,-0.2,-1.8,1.5,-1.0,0.2,4.1
SUMO1 PPI mod,-3,-2,1,1,1,-6,-7,-6
STEP block,-3,-3,-3,0,-1,-3,-1,4

Entries 2 to 6 of the list above:
2) CN(C)c1ccc(NC(=O)CSc2nnc(-c3cccs3)n2Cc2ccco2)cc1
3) O=C(CSc1ncnc2c1nnn2Cc1ccccc1F)NCC1CCCO1 (stereo not given)
4) CCCNS(=O)(=O)c1cc2c(cc1Br)CCN2C(=O)CC
5) Cc1cccc(N(C)S(=O)(=O)c2ccc3c(c2)NC(=O)CC(=O)N3)c1
6) COc1ccc2nc(C)cc(Nc3cccc(C(=O)O)c3)c2c1

assay / entry,2,3,4,5,6
Scp1 inh,-1,-5,-4,-6,-4
Neddylation inh,i,i,i,i,i
NadD block,1,-1,-2,2,2
Rin1 Abl inh,-1,-4,0,2,2
DNMT1 block,-9,-1,10,0,6
CSN inh,1,2,2,-2,-1
Rpn11 inh,i,i,i,i,i
LMPTP inh,0.5,-0.2,-1.8,1.5,-1.0
SUMO1 PPI mod,-2,1,1,1,-6
STEP block,-3,-3,0,-1,-3

Next section
9) CC(C)(C)c1ccc(S(=O)(=O)N2CCN(c3ncccn3)CC2)cc1
10) O=[N+]([O-])c1ccc(Sc2ccccn2)nc1
11) Cn1c(Cn2c(=O)sc3ccccc32)nnc1SCC(=O)NCc1ccco1
12) O=C(COc1ccc(-c2ccccc2)cc1)NNC(=O)Nc1ccccc1
13) CCOC(=O)[C@]12CCC=C1N(Cc1ccc(Cl)cc1Cl)C(=O)[C@H](CC(=O)N1CCC(c3ccccc3)CC1)C2
14) COc1ccc(CCNC(=O)c2ccc3nc(-c4ccco4)c(-c4ccco4)nc3c2)cc1OC
15) O=C(Oc1c(CN2CCOCC2)cc(Cl)c2cccnc12)c1ccc(F)cc1
16) Cc1cccc(NC(=O)c2nc[nH]c2C(=O)N[C@@H](C)c2ccccc2)c1

assay / entry,9,10,11,12,13,14,15,16
Scp1 inh,13,-1,3,2,.,89*,-11,10
Neddylation inh,i,i,i,i,i,i,i,i
NadD block,-2,-6,-6,7,16,47*,0,0
Rin1 Abl inh,2,-4,-1,-1,.,2,-3,3
DNMT1 block,2,1,2,19,.,98*,-2,-11
CSN inh,-1,-5,2,1,0,47,-3,-2
Rpn11 inh,i,i,i,i,.,i,i,i
LMPTP inh,-0.3,-0.3,0.5,0.8,5.3,64*,0.8,-1.0
SUMO1 PPI mod,1,-32,2,3,3,47*,-10,8
STEP block,-2,2,-3,2,.,22,0,0

17) O=C(NCCCN1CCOCC1)c1ccc(Sc2ccc(F)cc2)c([N+](=O)[O-])c1
18) O=C(CSc1nnc(-c2cccc(S(=O)(=O)N3CCCC3)c2)n1-c1ccccc1)Nc1cccc(C(=O)O)c1
19) O=C(NC1CCCCC1)C(c1ccncc1)N(C(=O)c1csnn1)c1ccc(F)cc1 (stereo not given)
20) CC(C)/C=C1\CC/C(=C\c2ccc(N(C)C)cc2)C1=O
21) O=C(CSc1nnc(-c2ccncc2)n1-c1ccccc1)NC1CC1
22) COc1cc(C(=O)N2CCN(c3cc(Cl)ccc3Cl)CC2)cc(OC)c1OC
23) CCN(CC)S(=O)(=O)c1ccc(Br)c(OC)c1
24) CCS(=O)(=O)Nc1cccc(C2=NN(S(C)(=O)=O)C(c3ccccc3)C2)c1 (stereo not given)

assay / entry,17,18,19,20,21,22,23,24
Scp1 inh,-6,1,4,-6,-1,-9,-10,-7
Neddylation inh,i,i,i,i,i,i,i,i
NadD block,-8,7,-1,-3,-1,-3,-4,-1
Rin1 Abl inh,-3,-6,3,-3,4,0,-2,1
DNMT1 block,-1,5,2,9,-1,1,1,-1
CSN inh,1,-2,6,90,-4,-1,-5,6
Rpn11 inh,i,i,i,.,i,i,i,i
LMPTP inh,-1.1,-0.1,-0.4,1.6,-0.7,-0.9,0.4,0.7
SUMO1 PPI mod,-39,0,-3,-17,2,1,-1,3
STEP block,-2,0,0,-12,1,1,1,-3

DNMT1 block, hit marks shown above.
14) COc1ccc(CCNC(=O)c2ccc3nc(-c4ccco4)c(-c4ccco4)nc3c2)cc1OC

assay / entry,14
Scp1 inh,89*
Neddylation inh,i
NadD block,47*
Rin1 Abl inh,2
DNMT1 block,98*
CSN inh,47
Rpn11 inh,i
LMPTP inh,64*
SUMO1 PPI mod,47*
STEP block,22

The list continues.
25) CCOC(=O)C1CCN(C(=O)COC(=O)Cc2ccc(Cl)cc2)CC1
26) Cc1sc(NC(=O)Nc2ccccc2)c(C(N)=O)c1C
27) CCCc1cc(N2CCOCC2)n2ncc(-c3ccccc3)c2n1
28) COc1cc(CCC(=O)OCC(=O)Nc2ccc(C)cc2Cl)cc(OC)c1OC
29) CN(C)/C(=N\S(=O)(=O)c1ccccc1)c1ccc([N+](=O)[O-])cc1
30) COc1cc(C2C(C(C)=O)=C(C)Nc3ncnn32)ccc1O (stereo not given)
31) Cc1c(C(=O)NCCCN2CCOCC2)sc2nc(-c3ccc(F)cc3)cn12
32) N#Cc1ccccc1S(=O)(=O)N1CCN(C(=O)c2cc(-c3ccccc3)nn2-c2ccccc2)CC1

assay / entry,25,26,27,28,29,30,31,32
Scp1 inh,-8,1,-7,-10,-1,1,1,-5
Neddylation inh,i,i,.,i,i,i,i,i
NadD block,-5,1,-3,-10,-4,-7,-4,3
Rin1 Abl inh,3,-5,1,-1,-1,-4,0,-3
DNMT1 block,1,-4,1,2,4,0,-1,-1
CSN inh,1,8,-2,-4,-4,-7,3,2
Rpn11 inh,i,i,i,i,i,i,i,i
LMPTP inh,-0.7,1.1,2.8,-1.6,-1.2,1.3,1.2,4.2
SUMO1 PPI mod,4,4,1,4,-9,2,-6,-4
STEP block,2,5,1,-2,2,0,0,0

33) COc1ccc(NC(=O)CSc2nnc(CNc3ccc(F)cc3)o2)c(OC)c1
34) O=C(NN=C1CCCCCC1)c1ccc(Br)o1
35) COc1ccc(C(=O)OCC(=O)NCC2CCCO2)cc1[N+](=O)[O-] (stereo not given)
36) COc1ccc(C)cc1NS(=O)(=O)c1ccc2c(c1)NC(=O)C(C)S2 (stereo not given)
37) CC1=Nn2c(nnc2-c2cc(-c3ccccc3)n[nH]2)SC1
38) CC(=O)NC(c1ccc(F)c(F)c1)c1nc(-c2cccc(C(F)(F)F)c2)cs1 (stereo not given)
39) O=C(NC(Cc1c[nH]c2ccccc12)C(=O)Nc1ccc(F)c([N+](=O)[O-])c1)c1cccs1 (stereo not given)
40) COc1ccc(C(CNC(=O)c2cccc(NS(=O)(=O)c3ccccc3)c2)N(C)C)cc1 (stereo not given)

assay / entry,33,34,35,36,37,38,39,40
Scp1 inh,3,-2,-2,-3,-2,.,-12,-12
Neddylation inh,i,i,i,i,i,i,i,i
NadD block,4,-4,-8,-6,7,-6,1,-11
Rin1 Abl inh,-1,5,-2,1,1,4,1,-1
DNMT1 block,-1,1,1,-3,-7,9,-11,-1
CSN inh,-5,-3,-2,-1,10,0,-6,6
Rpn11 inh,i,i,i,i,i,i,i,i
LMPTP inh,0.3,-0.5,0.7,0.9,1.9,0.7,3.2,-1.1
SUMO1 PPI mod,23,2,-13,1,-2,25,-12,2
STEP block,2,0,-3,-2,-2,-4,-3,0

41) N#Cc1ccc(C(=O)NC(=S)NC2CCCCC2)cc1
42) O=c1[nH]cc(S(=O)(=O)NCc2ccccc2)c(=O)[nH]1
43) O=C(Nc1cc(C(F)(F)F)ccc1N1CCOCC1)c1cccc(S(=O)(=O)N2CCOCC2)c1
44) Cc1ccc(OCC(=O)NCc2ccc3c(c2)OCO3)c([N+](=O)[O-])n1
45) CCC1CCCCN1CCCNC(=O)C1CCCN(S(=O)(=O)N2CC(C)CC(C)C2)C1 (stereo not given)
46) CCOc1ccc(N2CC(O)(c3cccs3)[N+]3=C2CCCC3)cc1 (stereo not given)
47) CC(=O)c1cccc(NC(=O)c2cnn(-c3ccccc3)c2C)c1
48) CC1(c2nnc(-c3cccc(Cl)c3)o2)CC(c2c(Cl)cccc2Cl)=NO1 (stereo not given)
49) Cc1nn(C)c(C(=O)Nc2cccc(Nc3ccccc3)c2)c1[N+](=O)[O-]
50) COc1cc(OC)cc(C(=O)N[C@H](C(=O)NNC(=O)c2ccc(Br)cc2)C(C)C)c1

assay / entry,41,42,43,44,45,46,47,48,49,50
Scp1 inh,-5,-3,.,-1,-3,-11,-11,-6,.,-12
Neddylation inh,i,i,i,i,i,i,i,i,i,i
NadD block,-5,4,-2,1,-6,-6,1,-5,-2,-7
Rin1 Abl inh,2,-3,1,-3,1,2,-2,3,-1,1
DNMT1 block,1,2,7,24,3,0,0,0,-12,-1
CSN inh,-2,-6,3,-5,4,10,-3,18,2,3
Rpn11 inh,i,i,i,i,i,i,i,i,i,i
LMPTP inh,0.3,-0.9,1.0,-0.4,-4.9,-1.9,0.0,1.7,3.1,1.1
SUMO1 PPI mod,1,4,0,-26,-7,1,3,5,-12,-3
STEP block,1,0,0,-2,-4,1,1,1,-3,-1

Bioassay records: PubChem, several laboratories
